Compound activity: PubChem BioAssay, several laboratories
TcdB GH inh: TcdB glycohydrolase inhibition; TcdB glycohydrolase enzymatic assay, plate reader; AID 652162; 350,000 tested, 0.24% active; P18177; inhibition, % at 9.99 µM; in the data active = inhibition above about 10%
PfHsp40 rescue: compounds rescuing yeast from Plasmodium falciparum HSP40 toxicity; S. cerevisiae expressing PfHsp40, growth rescue, ATP luminescence; growth rescue, % at 12.5 µM; 340,000 tested, 0.68% active; AID 504582; in the data active = growth rescue above about 28%, passing the limit was not always enough;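 also: yeast W303a lacking pdr1 and pdr3 grown in galactose medium; growth measured after three days at 30 °C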
Yp Topo-I inh: inhibitors of Yersinia pestis topoisomerase I. Y. pestis Topo-I cleavage product accumulation, plate reader. activity, % at 10 µM. 360,000 tested, 0.064% active. AID 504884; in the data active = activity above about 50%, passing the limit was not always enough; also: inactives centre near 2
PriA SSB inh: K. pneumoniae PriA-SSBct interaction inhibition | AlphaScreen SSBct-PriA binding, biotinylated peptide | inhibition, % at 33 µM | 430,000 tested, 0.6% active | AID 1272365; in the data active = inhibition mostly above about 37%, no sharp cut-off; inactive = mostly below about 20%;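 also: plate controls were negative control peptide for no effect and reference peptide for full effect; strong numbers were not always called active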
Rv3671c protease: inhibits the M. tuberculosis serine protease Rv3671c | P9WHR9 | inhibition, % at 5.96 µM | 320,000 tested, 0.048% active; in the data active = inhibition above about 38%;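 also: extracellular domain of Rv3671c used as enzyme; 0% = enzyme with DMSO and 100% = no enzyme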
Target sequence (P9WHR9 whole entry, looked up, the tested form may be a part): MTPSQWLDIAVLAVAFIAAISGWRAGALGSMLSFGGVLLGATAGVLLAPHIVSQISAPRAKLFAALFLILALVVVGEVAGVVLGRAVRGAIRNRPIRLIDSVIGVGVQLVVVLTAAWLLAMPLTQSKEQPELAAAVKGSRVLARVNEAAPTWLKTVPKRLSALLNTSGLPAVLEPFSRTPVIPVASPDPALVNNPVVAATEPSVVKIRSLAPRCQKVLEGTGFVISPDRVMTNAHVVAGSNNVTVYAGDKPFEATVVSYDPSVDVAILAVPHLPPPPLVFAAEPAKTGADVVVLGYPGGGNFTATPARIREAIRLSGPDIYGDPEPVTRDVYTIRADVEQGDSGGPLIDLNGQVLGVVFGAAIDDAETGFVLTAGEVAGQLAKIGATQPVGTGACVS
MazF activator: MazEF (E. coli) toxin RNase activation; P0AE70; FAM/BHQ RNA-DNA oligo cleavage fluorescence, 5 h; activation, % at 20 µM; 350,000 tested, 0.32% active; AID 504720; in the data active = activation above about 50%
Target sequence (P0AE70 whole entry, looked up): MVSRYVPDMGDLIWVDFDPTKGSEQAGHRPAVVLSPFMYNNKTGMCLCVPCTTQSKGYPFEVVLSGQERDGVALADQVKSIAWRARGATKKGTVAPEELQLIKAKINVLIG
Anthrax LF inh2: blocks Bacillus anthracis lethal factor protease; P15917; multiplex microsphere protease cleavage assay, LF; inhibition, % at 10 µM; 360,000 tested, 0.12% active; in the data active = inhibition above about 30%; also: plate controls were buffer without enzyme for full effect and enzyme alone for no effect
3CLpro inhibitor: SARS-CoV 3CLpro protease inhibition; recombinant SARS-CoV 3CLpro, quenched FRET peptide cleavage; P0C6X7; 290,000 tested, 0.14% active; inhibition, % at 6 µM; in the data active = inhibition above about 12%
Vc quorum ag: induces V. cholerae light production without autoinducers | V. cholerae BH1578 lux reporter, luminescence, 6 h | 350,000 tested, 0.16% active | activation, % at 18.7 µM; in the data active = activation mostly above about 9.7%, no sharp cut-off; also: not every result past the cut was called active; inactives centre near 0; reference of the scale not given here
DUSP3 inh: blocks human VHR1 dual specificity phosphatase. 290,000 tested, 0.52% active. P51452. recombinant VHR phosphatase, pNPP absorbance. inhibition, % at 13.3 µM; in the data active = inhibition above about 50%; also: some compounds called inactive have numbers as strong as hits
Target sequence (P51452 whole entry, looked up): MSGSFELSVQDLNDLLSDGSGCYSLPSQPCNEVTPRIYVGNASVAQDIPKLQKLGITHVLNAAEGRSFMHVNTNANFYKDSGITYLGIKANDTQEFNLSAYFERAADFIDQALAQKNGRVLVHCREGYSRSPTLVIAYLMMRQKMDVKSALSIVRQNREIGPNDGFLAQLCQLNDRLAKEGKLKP
* hit, by the source's call; i = inactive; · = not tested or not shown; + = active, no number.

entry | compound | TcdB GH inh | PfHsp40 rescue | Yp Topo-I inh | PriA SSB inh | Rv3671c protease | MazF activator | Anthrax LF inh2 | 3CLpro inhibitor | Vc quorum ag | DUSP3 inh
1 | CCN(CCCNC(=O)COc1cc(=O)n(CC)c2ccccc12)Cc1ccccc1 | · | -1.2 | 5 | -6 | -2 | 2 | -28 | -1 | · | -10
2 | C=CCSc1nnc(C)n1-c1ccc(Cl)cc1 | -1.9 | 0.4 | -1 | -5 | 4 | 11 | 3 | 0 | i | -19
3 | Cc1noc(NC(=O)c2ccc(F)cc2)c1C#N | · | 0.0 | -2 | -15 | -2 | -4 | -2 | 4 | -0.6 | 14
4 | COc1ccc(C(=O)OCC(=O)NCCCc2ccccc2)cc1OC | 0.9 | -1.4 | 16 | 1 | -6 | 4 | 7 | -5 | i | 36
5 | O=C(Nc1ccc2c(c1)CCC2)Nc1ccc(F)cc1F | 1.6 | -0.5 | 8 | -10 | 3 | 1 | · | 4 | i | 6
6 | CCOc1ccccc1NC(=O)C1CCC(CNc2c(N3CCOCC3)c(=O)c2=O)CC1 (stereo unspecified) | -0.4 | 0.0 | 1 | -19 | 3 | 0 | -1 | 1 | -0.2 | -1
7 | Cc1cc(C)nc(N2N=C(c3ccccc3)CC2=O)n1 | -0.9 | 7.0 | -7 | -12 | -1 | -4 | -6 | -4 | 1.8 | 30
8 | CC1(C(=O)NCC2CC2)CCN1C(=O)C1(c2ccccc2)CC1 (stereo unspecified) | 1.0 | · | -6 | · | · | · | -4 | · | i | ·
9 | COc1ccc(C(=O)Nc2nnc(S(=O)(=O)Cc3ccccc3)s2)cc1 | 0.0 | -1.8 | 5 | -10 | 2 | -2 | -2 | 3 | i | -13
10 | CCCCn1c(N)c(N(CCOC)C(=O)c2ccc(NC3CC3)c([N+](=O)[O-])c2)c(=O)[nH]c1=O | 0.5 | -0.9 | 3 | -2 | -1 | 4 | -2 | · | -2.0 | ·
11 | O=C(CCN1C(=O)c2ccccc2C1=O)OCN1C(=O)c2ccccc2C1=O | · | -1.0 | -1 | -10 | -3 | 0 | 2 | 1 | i | 33
12 | COc1ccc(C(=O)Nc2ccccc2C(=O)N/N=C/c2ccccn2)cc1OC | -0.9 | 0.8 | 2 | i | 8 | 4 | -13 | 1 | -0.6 | 10
13 | CCOC(=O)c1ccccc1NC(=O)CSc1ccc(-c2ccccn2)nn1 | -0.3 | 211* | 36 | 23 | 14 | 4 | -5 | 3 | · | 12
14 | CCOc1ccc(N(CC(=O)Nc2nccs2)S(=O)(=O)c2c(C)noc2C)cc1 | 1.2 | -0.3 | 6 | -8 | 1 | 3 | -13 | 2 | -0.4 | 29
15 | Cn1cc(CN2CCC(n3nccc3NC(=O)C3CCCC3)CC2)cn1 | 2.8 | 0.2 | 1 | -7 | · | 0 | -2 | -1 | 2.5 | 19
16 | Cc1ccc(CNC(=O)C(=O)NCCC2CCCCN2S(=O)(=O)c2ccccc2)cc1 (stereo unspecified) | -0.3 | 1.2 | 24 | -16 | 6 | 4 | -2 | · | -2.3 | ·
17 | CCOc1ccc(S(=O)(=O)N2CCCCC2)cc1NC(=O)C1=COCCO1 | 1.4 | -1.5 | 9 | -8 | -3 | 5 | -4 | · | i | ·
18 | O=C(Nc1ccc(F)cc1F)N1CCN(c2ncccn2)CC1 | -0.9 | 0.1 | 3 | 1 | 8 | 6 | -10 | 1 | -0.2 | 2
19 | CCOc1cc(NC(=O)c2cccs2)c(OCC)cc1NC(=O)CCC(=O)NCC1CCCO1 (stereo unspecified) | -2.9 | 1.5 | 0 | -5 | 7 | -8 | -5 | 9 | 0.4 | 17
20 | Nc1ccn(CC(=O)NCc2ccccc2)c(=O)n1 | -0.4 | -0.2 | 2 | 5 | -7 | 6 | 3 | · | -0.3 | ·
21 | O=C(NCCCN1CCOCC1)c1cc(-c2ccc(F)cc2)no1 | 0.4 | -1.7 | 7 | 13 | -2 | 5 | 3 | -2 | -0.1 | 33
22 | O=C(CSc1ccc(-c2ccc(-n3cccn3)cc2)nn1)Nc1ccccc1F | -1.9 | -0.4 | 6 | 1 | -4 | -55 | 1 | · | -0.4 | ·
23 | Cc1cc(C2C(C#N)=C(N)OC3=C2C(=O)CC(C)(C)C3)c(C)s1 (stereo unspecified) | · | -0.3 | -5 | -3 | 1 | 8 | -5 | -6 | i | 19
24 | O=C(N/N=C/c1ccc(O)cc1O)c1ccc(NC(=O)C2CCCCC2)cc1 | -0.1 | 0.6 | -9 | · | 8 | 5 | 36* | -8 | 0.6 | 2
25 | Nc1nonc1-n1nnc(C(=O)N/N=C/c2cccc(F)c2)c1-c1ccc2c(c1)OCO2 | -0.6 | -0.4 | -3 | · | -16 | -3 | 0 | 2 | -0.3 | 12
26 | COC(=O)c1ccc(NS(=O)(=O)c2ccc3c(c2)oc(=O)n3C)cc1 | 1.0 | -2.3 | 10 | -8 | -4 | 4 | -3 | · | i | 0
27 | Cc1cc(C)cc(NC(=O)CCNS(=O)(=O)c2ccc3c(c2)oc(=O)n3C)c1 | · | 1.9 | 8 | -20 | -4 | -9 | -8 | -4 | -4.9 | 35
28 | O=C(COC(=O)c1cccc(S(=O)(=O)N2CCN(c3ccc(F)cc3)CC2)c1)NCC1CCCO1 (stereo unspecified) | 0.0 | 0.4 | 26 | 1 | 0 | 7 | -7 | 2 | i | 16
29 | CCC1CCCCN1C(=O)CSc1nc2c(cnn2-c2ccc(C)cc2)c(=O)[nH]1 (stereo unspecified) | 0.7 | -0.3 | -19 | 10 | 7 | 16 | -1 | -1 | -0.1 | -12
30 | COc1ccc(CNC(=O)C(C#N)c2nc3ccccc3nc2N2CCCC2)cc1 (stereo unspecified) | · | -2.2 | 22 | -13 | 4 | + | 3 | -2 | -0.4 | 19
31 | C1CNCCOCCNCCN1 | · | -0.3 | -9 | -1 | 2 | -13 | -6 | 0 | i | 16
32 | COc1ccc(-n2nc(C(=O)NCC(=O)NCC3CCCO3)c3ccccc3c2=O)cc1 (stereo unspecified) | · | -1.1 | 7 | 0 | -9 | 7 | -13 | 2 | i | -18
33 | O=C(COC(=O)c1cc(-c2cccs2)nn1-c1ccccc1)Nc1ccc(F)c([N+](=O)[O-])c1 | -0.6 | 6.8 | -5 | 15 | -94 | 9 | -3 | 3 | -2.9 | -1
34 | O=C(CN1C(=O)NC2(CCCc3ccccc32)C1=O)Nc1cc(F)ccc1F (stereo unspecified) | 4.4 | 0.4 | -6 | -3 | -4 | -3 | -3 | · | -0.5 | ·
35 | COc1ccc(-c2nc(CSCC(=O)NCc3ccc4c(c3)OCO4)c(C)o2)cc1OC | 1.3 | 0.7 | 22 | -10 | 3 | 7 | 1 | 3 | 1.5 | -1
36 | N#Cc1sc(NCc2ccccc2)nc1Cl | -0.5 | 2.3 | -7 | -26 | -4 | 5 | -2 | 2 | i | 36
37 | O=C(NC1CCCC1)C(c1ccncc1)N(C(=O)Cc1cccs1)c1cccc(F)c1 (stereo unspecified) | 0.8 | 21 | 2 | -31 | 3 | 4 | 4 | -4 | -0.1 | 18
38 | COc1ccc(CNC(=S)Nc2cccc(C)c2C)cc1 | · | -0.6 | 7 | -1 | 3 | 6 | 0 | -4 | -0.7 | 21
39 | O=C(Nc1ccc(Br)cc1)C1CC(O)CN1C(=O)OCc1ccccc1 (stereo unspecified) | 0.2 | -0.2 | -1 | -10 | 3 | 4 | -1 | -2 | -0.2 | 6
40 | CC(C)CCNC(=O)COC(=O)/C=C/c1ccc2ccccc2n1 | 0.7 | 0.9 | 5 | 3 | 2 | 9 | -4 | 1 | 2.7 | 7

Profiles as entered above. Order of screens: TcdB GH inh | PfHsp40 rescue | Yp Topo-I inh | PriA SSB inh | Rv3671c protease | MazF activator | Anthrax LF inh2 | 3CLpro inhibitor | Vc quorum ag | DUSP3 inh
C1CNCCOCCNCCN1 across the screens: · | -0.3 | -9 | -1 | 2 | -13 | -6 | 0 | i | 16
O=C(Nc1ccc(Br)cc1)C1CC(O)CN1C(=O)OCc1ccccc1 (stereo unspecified) across the screens: 0.2 | -0.2 | -1 | -10 | 3 | 4 | -1 | -2 | -0.2 | 6
COc1ccc(-c2nc(CSCC(=O)NCc3ccc4c(c3)OCO4)c(C)o2)cc1OC across the screens: 1.3 | 0.7 | 22 | -10 | 3 | 7 | 1 | 3 | 1.5 | -1

The list continues.
entry | compound | TcdB GH inh | PfHsp40 rescue | Yp Topo-I inh | PriA SSB inh | Rv3671c protease | MazF activator | Anthrax LF inh2 | 3CLpro inhibitor | Vc quorum ag | DUSP3 inh
41 | NC(=O)CN1C(=O)NC2(CCOc3ccccc32)C1=O (stereo unspecified) | 1.6 | 0.7 | -5 | -8 | 1 | 2 | -3 | 2 | -0.5 | 10
42 | CC(=O)/C(=N\Nc1ccc(Cl)cc1Cl)Sc1nnc(-c2ccccc2)n1-c1ccccc1 | · | 1.1 | -2 | · | 7 | -19 | -1 | 5 | -0.6 | -17
43 | COc1ccccc1CN(C)C(=O)c1ccc(S(=O)(=O)Nc2c(C)n(C)n(-c3ccccc3)c2=O)cc1 | -0.2 | -0.6 | 19 | -1 | 8 | -7 | 7 | · | -1.2 | ·
44 | COc1ccc(CNC(=S)Nc2ccccc2F)cc1 | 0.7 | 0.7 | -5 | 0 | -1 | 15 | -17 | 4 | i | 35
45 | O/C=c1\ccc2cccc3nc(C(F)(F)F)nc1c23 | -1.5 | -0.3 | -3 | · | -77 | i | -33 | 2 | -8.3 | 24
46 | CCOC(=O)C1CCCN(C(=O)c2ccc3ncsc3c2)C1 (stereo unspecified) | 1.2 | -0.6 | -3 | 8 | -3 | 7 | -1 | · | i | ·
47 | Cc1cc(C)c(C(=O)CN2C(=O)C(=O)N(C3CCCC3)C2=O)cc1C | 0.9 | 1.9 | 1 | 0 | -4 | 1 | · | · | -0.3 | ·
48 | COc1ccccc1C(=O)Nc1ccc(-c2nnn(CC(=O)NCc3ccco3)n2)cc1 | 1.6 | -1.3 | 0 | -9 | -34 | -43 | -4 | 2 | i | 4
49 | COc1ccc(NC(=O)CN2C(=O)COc3ccc(S(=O)(=O)N4CCOCC4)cc32)cc1 | 0.3 | -0.7 | 2 | -15 | -15 | -5 | -4 | -2 | -0.2 | -27
50 | COc1ccc(NC(=O)c2ccc(CN3CCc4ccccc4C3)cc2)cc1OC | 0.8 | -0.3 | 3 | -8 | -4 | 11 | -7 | 0 | -0.6 | -1
51 | O=C(Cc1cccs1)N/N=C/C(Br)=C/c1ccccc1 | · | 2.0 | 26 | · | -2 | 4 | -4 | -7 | i | 24
52 | COc1ccc(NC(=O)CSc2ncccc2C(=O)OC(C)C)cc1OC | · | -0.8 | -1 | 0 | -6 | 0 | -5 | -2 | 0.1 | -4
53 | COc1ccccc1N1CCN(C(=O)c2ccc(Cl)c(S(=O)(=O)NCc3ccco3)c2)CC1 | · | -0.4 | 15 | 3 | -1 | 5 | -6 | 5 | i | 35
54 | CN([C@@H](Cc1ccc(OS(=O)(=O)c2cccc3cnccc23)cc1)C(=O)N1CCN(c2ccccc2)CC1)S(=O)(=O)c1cccc2cnccc12 | · | 0.3 | 21 | -2 | -14 | -39 | 1 | 1 | i | -11
55 | CN(C)CCNC(=O)c1ccc(Sc2ccc(Br)cc2)c([N+](=O)[O-])c1 | 0.1 | -0.6 | -36 | 24 | 0 | 29 | -4 | -7 | -1.1 | 7
56 | CCn1c(=O)c(NC(=O)c2ccccc2)c2n(c1=S)CCCCC2 | · | -1.8 | 0 | -13 | 1 | 0 | -4 | 0 | -0.4 | 2
57 | CCCCCCCCNC(CO)(CO)CO | 0.7 | · | -4 | -8 | -4 | -3 | 7 | 8 | -1.4 | 9
58 | Cn1c(SCC(=O)Nc2ccc(Cl)cn2)nnc1C1CC1 | 0.7 | -0.8 | 9 | -19 | 9 | -2 | 0 | -5 | i | 24
59 | O=C(CSc1ncnc2sccc12)N1CCCCC1 | 0.4 | -0.4 | 10 | -2 | -1 | 6 | 0 | · | -3.2 | ·
60 | COc1ccc(-n2nnnc2CNC(=O)C2CC(=O)N(c3ccc(Cl)cc3)C2)cc1 (stereo unspecified) | 1.7 | -0.7 | 5 | 3 | 5 | 0 | 7 | · | -0.3 | ·

Some of the compounds tested (hit frequency here may not be typical).
